Screens as filed in PubChem BioAssay.
SKKanGAS inh: S. pyogenes SKKanGAS growth inhibitors in kanamycin, primary screen, streptokinase expression inhibitor project, SKKanGAS strain, BacTiter-Glo luminescence; 6 h; inhibition, % at 7.5 µM; 1.3% of 300,000 active; AID 1662, 2009;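 active = mean replicate score, as percent of positive control median, at least 50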;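 note: strain carries kanamycin resistance gene driven by streptokinase promoter and grows in 40 µg/ml kanamycin; loss of luminescence reflects streptokinase promoter inhibition or plain growth inhibition; 0% = median of DMSO wells and 100% = positive control at its reference dose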
RGS4 act: RGS4 potentiators or activators, primary screen, cell-based, HEK293 M3R inducible RGS4, calcium flux. carbachol calcium flux Fluo4; stronger effect = lower value. B-score at 10 µM. 0.92% of 310,000 active. AID 463111, 2010;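 active = B-score of the integrated calcium signal more than 4 SD below the library mean, with starting fluorescence not abnormally high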;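 note: negative B-score means reduced calcium response which marks RGS4 activation or potentiation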
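System – HEK293 FlpIn-TREx cells, stable M3R, doxycycline-inducible RGS4 · Reagent – ECmax carbachol challenge · Times – compound preincubation 20 min at room temperature before agonist · Technique – Fluo4 fluorescence kinetic imaging of calcium · Measure – B score of integrated Fluo4 ratio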
KCNK3 block: human KCNK3 channel inhibitors, primary screen, CHO cells, FluxOR thallium flux, B-score | Potassium channel subfamily K member 3 (Homo sapiens), O14649 | FluxOR fluorescence; stronger effect = lower value | B-score at 10 µM | 0.84% of 340,000 active | AID 602410, 2012;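 active = B-score under library mean minus 4 SD, starting fluorescence ratio at most library mean plus 5 SD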;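 note: more negative B-score means stronger inhibition of thallium flux through KCNK3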
KCNQ1 block: inhibitors of human KCNQ1 channel, primary screen, cell-based, thallium flux, high-throughput. Potassium voltage-gated channel subfamily KQT member 1 (Homo sapiens), P51787. CHO-K1 KCNQ1, FluxOR thallium flux fluorescence; stronger effect = higher value. B-score at 10 µM. 1.3% of 310,000 active. AID 2642, 2010;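 active = compounds whose thallium flux B-score, printed positive for inhibition, exceeds three library SD while starting fluorescence stays within three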;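 note: channel opened by potassium depolarization with thallium stimulus after 20 min compound exposure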
KCNK9 inh: KCNK9 potassium channel inhibitors, primary screen, HEK293 cells, thallium flux. FluxOR thallium flux fluorescence; stronger effect = lower value. 1.2% of 310,000 active. B-score at 10 µM. Potassium channel subfamily K member 9 (Homo sapiens), Q9NPC2;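 active = ratio B-score over 3 SD below the library mean, with starting fluorescence within 5 SD of its mean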;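 note: negative B-score means less thallium flux so channel inhibition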
HDAC3 inh: HDAC3 deacetylase inhibitors, primary screen, biochemical, fluorescence, cell-free homogeneous; AID 2718, 2010; recombinant HDAC3, fluorogenic peptide/trypsin coupled; Histone deacetylase 3 (Homo sapiens), O15379; 0.15% of 320,000 active; inhibition, % at 8.3 µM; in the data active = inhibition above about 26%, passing the limit was not always enough
TMEM16A act: TMEM16A chloride channel activators or potentiators, primary screen, cell-based, HTS; 0.3% of 340,000 active; HEK293 TMEM16A/YFP-H148Q/I152L, iodide quench fluorescence; stronger effect = lower value; Anoctamin-1 (Mus musculus), Q8BHY3; B-score at 10 µM;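 active = fluorescence-ratio B-score plate-corrected deviation score at least 3 library SD below zero, with starting fluorescence score within 5 deviations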;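 note: channel opened by trigger with iodide after compound preincubation; score built on the fluorescence ratio of max minus min over baseline; more negative score means more quench and so TMEM16A activation or potentiation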
RGS4 block: RGS4 inhibitors, primary screen, cell-based, HEK293 M3R inducible RGS4, calcium flux; Fluo-4 calcium flux; stronger effect = higher value; triggered by carbachol at its EC20; B-score at 10 µM; 0.45% of 310,000 active; AID 463165, 2010;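 active = B-score, a plate-corrected calcium signal, over three deviations above library mean, with baseline fluorescence within five deviations of library mean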;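 note: RGS4 expression induced by doxycycline in cells with stable M3 receptor; B-score is computed from the integrated fluorescence ratio over baseline after carbachol; higher B-score means a larger calcium signal and so more RGS4 inhibition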
hERG rescue: hERG rescue from dofetilide block, primary screen, cell-based, CHO-hERG, FluxOR thallium flux, dofetilide IC70. dofetilide IC70 present. activation (rescue from dofetilide block), less the hit threshold, % at 10 µM. 0.51% of 310,000 active. AID 1511, 2009;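 active = activation above the mean of controls blocked by dofetilide plus 5 SD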;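 note: thallium influx through hERG after potassium depolarization seen as dye fluorescence rise; in these data hits start at about 4.7%; inactives centre near -7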
Target sequence (Q12809 whole entry, looked up): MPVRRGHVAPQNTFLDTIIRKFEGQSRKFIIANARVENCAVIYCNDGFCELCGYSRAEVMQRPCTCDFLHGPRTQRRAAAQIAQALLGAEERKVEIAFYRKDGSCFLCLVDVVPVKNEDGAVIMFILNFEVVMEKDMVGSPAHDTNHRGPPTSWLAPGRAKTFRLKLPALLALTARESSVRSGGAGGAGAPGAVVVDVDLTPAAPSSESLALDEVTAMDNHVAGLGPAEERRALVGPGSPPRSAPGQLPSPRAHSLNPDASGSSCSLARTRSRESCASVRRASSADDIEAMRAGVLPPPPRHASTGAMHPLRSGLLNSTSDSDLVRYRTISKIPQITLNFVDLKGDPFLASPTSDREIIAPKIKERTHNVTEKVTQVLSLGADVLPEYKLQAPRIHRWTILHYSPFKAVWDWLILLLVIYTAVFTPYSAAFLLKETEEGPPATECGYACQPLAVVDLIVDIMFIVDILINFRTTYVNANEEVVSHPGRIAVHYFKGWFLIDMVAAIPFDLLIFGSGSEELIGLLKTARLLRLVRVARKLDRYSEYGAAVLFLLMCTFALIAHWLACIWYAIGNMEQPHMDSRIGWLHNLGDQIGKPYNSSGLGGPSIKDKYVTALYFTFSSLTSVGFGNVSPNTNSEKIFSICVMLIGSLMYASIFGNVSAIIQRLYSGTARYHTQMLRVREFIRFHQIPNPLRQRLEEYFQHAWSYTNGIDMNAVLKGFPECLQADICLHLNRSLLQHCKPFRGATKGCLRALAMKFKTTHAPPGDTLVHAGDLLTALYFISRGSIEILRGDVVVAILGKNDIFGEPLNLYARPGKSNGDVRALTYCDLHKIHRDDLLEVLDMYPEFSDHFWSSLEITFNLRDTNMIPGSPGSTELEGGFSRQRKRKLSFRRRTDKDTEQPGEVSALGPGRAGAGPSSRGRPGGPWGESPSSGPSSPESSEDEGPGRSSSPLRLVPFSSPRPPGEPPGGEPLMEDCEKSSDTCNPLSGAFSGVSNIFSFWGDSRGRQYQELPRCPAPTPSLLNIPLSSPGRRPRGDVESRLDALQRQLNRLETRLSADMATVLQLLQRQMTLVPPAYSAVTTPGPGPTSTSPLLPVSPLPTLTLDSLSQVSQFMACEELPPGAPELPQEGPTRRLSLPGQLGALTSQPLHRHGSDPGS
TMEM16A inh: TMEM16A chloride channel inhibitors, primary screen, cell-based, HTS | HEK293 TMEM16A/YFP iodide influx fluorescence, ionomycin | normalized B-score (activity score, 25-100; higher = stronger inhibition) at 10 µM | 1.2% of 310,000 active;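 active = ratio plate-corrected score three or more library SD toward inhibition, starting fluorescence score within five deviations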;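 note: score derived from kinetic fluorescence span divided by baseline fluorescence per well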
KCNQ1 pot: potentiators or activators of KCNQ1 channel, primary screen, cell-based, thallium flux, high-throughput; CHO-K1 KCNQ1, thallium flux FluxOR fluorescence; stronger effect = higher value; B-score at 10 µM; 0.35% of 310,000 active; Potassium voltage-gated channel subfamily KQT member 1 (Homo sapiens), P51787;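 active = fluorescence ratio B-score, a plate-corrected score, at least three library SD, with initial intensity B-score within 5 SD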
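Material: CHO-K1 cells stably expressing KCNQ1. Medium: assay buffer for compound exposure, DMSO matched across wells. Reagent: K+/Tl+ depolarizing stimulus. Compound dosing: single-concentration screen. Times: 37 °C overnight plating, 90-min dark dye load, 20-min compound pretreatment. Technique: FluxOR Tl+ flux fluorescence.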
Numbers without * were called inactive; i = inactive; . = not tested or not shown.

nr | molecule | SKKanGAS inh | RGS4 act | KCNK3 block | KCNQ1 block | KCNK9 inh | HDAC3 inh
1 | CCCc1cc(NCCCN2CCOCC2)n2c(nc3ccccc32)c1C#N | 2 | i | i | i | i | -7
2 | CCc1sc(C(=O)NCCCN2CCCC2=O)cc1Br | -9 | i | i | i | i | 6
3 | Cc1c(NC(=O)CNCc2ccc3c(c2)OCO3)c(=O)n(-c2ccccc2)n1C | -6 | i | i | i | i | -7
4 | CCOc1ccc(CCNC(=O)C2CCN(S(=O)(=O)N3CC(C)CC(C)C3)CC2)cc1OCC (stereo not given) | 4 | i | i | i | i | 6
5 | CSc1ccc(C#N)cc1NC(=O)c1cccnc1Cl | 2 | i | i | i | i | 5
6 | Cn1cccc1/C=N/NC(=O)c1ccccn1 | 0 | i | i | i | i | .
7 | O=C(c1ccccn1)c1cc2ccccc2n1S(=O)(=O)c1ccccc1 | -5 | i | i | i | i | .
8 | CC(C)NC(=O)COC(=O)c1cccc(NS(=O)(=O)/C=C/c2ccccc2)c1 | -1 | i | i | i | i | -1
9 | CCS(=O)(=O)c1ccc(-c2csc(-c3ccccc3Cl)n2)c(Cl)c1Cl | 5 | i | i | i | i | -6
10 | COC(=O)c1ccc(NS(=O)(=O)c2cc3c4c(c2)C(C)C(=O)N4CCC3)cc1 (stereo not given) | 3 | i | i | i | i | -7
11 | CCOCC(=O)Nc1ccc(S(=O)(=O)Nc2nccs2)cc1 | 13 | i | i | i | i | -14
12 | CSc1nc(Cl)c(C#N)c(-c2ccc(C)cc2)n1 | 11 | i | i | i | i | 2
13 | COCCNC(=O)C(c1ccc(C)o1)N(Cc1ccc(OC)cc1)C(=O)Cn1nnc2ccccc21 (stereo not given) | -5 | i | i | i | i | 0
14 | CN(CC(=O)N1CCCC1)S(=O)(=O)c1cccc(Cl)c1 | 2 | i | i | i | i | -1
15 | O=C(NC(=S)Nc1ccc(CN2CCOCC2)cc1)c1ccc2c(c1)OCCO2 | 1 | i | i | i | i | 4

nr | TMEM16A act | RGS4 block | hERG rescue | TMEM16A inh | KCNQ1 pot
1 | i | i | -8 | i | i
2 | i | i | -8 | i | i
3 | i | i | -3 | i | i
4 | i | i | -6 | i | i
5 | i | i | -7 | i | i
6 | i | i | -7 | i | i
7 | i | i | -5 | i | i
8 | i | i | -8 | i | i
9 | i | i | -8 | i | i
10 | i | i | -9 | i | i
11 | i | i | 1 | i | i
12 | i | i | -2 | i | i
13 | i | i | 6.5* | i | i
14 | i | i | -7 | i | i
15 | i | i | -5 | i | i

nr | molecule | SKKanGAS inh | RGS4 act | KCNK3 block | KCNQ1 block | KCNK9 inh | HDAC3 inh
16 | O=C(NCC1CCCO1)C1CCCN(S(=O)(=O)c2ccc(Cl)cc2)C1 (stereo not given) | -2 | i | i | i | i | -2
17 | COc1ccc(NC(C)=O)cc1NC(=O)c1cccc(C(F)(F)F)c1 | -6 | i | i | i | i | 4
18 | COc1ccc(C(=O)Nc2ncc(C)s2)cc1S(=O)(=O)N1CCCC1 | 3 | i | i | i | i | 3
19 | O=C(c1cncc(Br)c1)N1CCN(S(=O)(=O)c2ccc(Cl)cc2)CC1 | -4 | i | i | i | i | -2
20 | O=C1CN(C(=O)c2c(F)cccc2F)C(c2ccccc2)c2cc(Br)ccc2N1 (stereo not given) | 10 | i | i | i | i | 4
21 | CC(=O)NC1=NN(C(C)=O)C2(S1)C(=O)N(C(C)C)c1ccc(C)cc12 (stereo not given) | -1 | i | i | i | i | 0
22 | Cc1ccc(S(=O)(=O)N2CCC(C(=O)OCC(=O)NCc3ccco3)CC2)cc1C | 6 | i | i | i | i | -2
23 | Cc1ccc(C2N(C)c3ccccc3-c3nc4ccccc4n32)o1 (stereo not given) | 14 | i | i | i | -11* | -183
24 | CCC(C)C(=O)Nc1c2c(nc3c1CCC3)CCCC2 (stereo not given) | -1 | i | i | i | i | -10
25 | COc1cc(OC)c(NS(=O)(=O)c2cc(Br)cnc2N)cc1Cl | -8 | i | i | i | i | 5
26 | c1coc(-c2nn3c(Cn4nnc5ccccc54)nnc3s2)c1 | -1 | i | i | i | i | 1
27 | CN(C)S(=O)(=O)c1cccc(NC(=S)NC(=O)C2CCCCC2)c1 | -7 | i | i | i | i | 5
28 | CC(C)C(=O)Nc1cc(S(=O)(=O)Nc2cccc(Cl)c2)ccc1Cl | -12 | i | i | i | i | 18
29 | COc1ccc(CC(=O)Nc2ccc(-c3noc(-c4cccc(OC)c4)n3)cc2)cc1 | -1 | i | i | i | i | 3
30 | CCOC(=O)N1CCN(C(=O)Cc2ccc(-n3c(=O)[nH]c4ccccc4c3=O)cc2)CC1 | -9 | i | i | i | i | 0

nr | TMEM16A act | RGS4 block | hERG rescue | TMEM16A inh | KCNQ1 pot
16 | i | i | -6 | i | i
17 | i | i | -1 | i | i
18 | i | i | -18 | i | i
19 | i | i | -8 | i | i
20 | i | i | -7 | i | i
21 | i | i | -11 | i | i
22 | i | i | -10 | i | i
23 | i | i | -11 | i | i
24 | i | i | -1 | i | i
25 | i | i | -6 | i | i
26 | i | i | -10 | i | i
27 | i | i | -1 | i | i
28 | i | i | -5 | i | i
29 | i | i | -2 | i | i
30 | i | i | -4 | i | i

nr | molecule | SKKanGAS inh | RGS4 act | KCNK3 block | KCNQ1 block | KCNK9 inh | HDAC3 inh
31 | CS(=O)(=O)N1CCN(c2ccccc2NC(=O)c2ccc(-c3ccc(Br)cc3)o2)CC1 | 16 | i | i | i | i | 1
32 | COc1ccc2nc(SCc3nc(N)nc(Nc4ccccc4)n3)[nH]c2c1 | 5 | i | i | i | i | 13
33 | COC(=O)c1ccccc1NC(=S)NC(=O)c1cccc2ccccc12 | 1 | i | i | i | i | -7
34 | Cn1c(-c2cccc(F)c2)nc2c1c(=O)[nH]c(=O)n2Cc1ccccc1 | 9 | i | i | i | i | -2
35 | O=C(COC(=O)c1ccc[nH]c1=O)c1ccc(Cl)s1 | -3 | i | i | i | i | 2
36 | COc1ccc(-c2cc(C(=O)N3CCOCC3)no2)cc1OC | -2 | i | i | i | i | -9
37 | Cc1cccc(NC(=S)N2CCC(c3nc4ccccc4o3)CC2)c1 | -5 | i | i | i | i | 4
38 | CCOC(=O)NC(=O)CSc1nnnn1-c1ccc(C)cc1 | -4 | i | i | i | i | 3
39 | CCC(=O)c1ccccc1OCCN1CCN(Cc2ccccc2)CC1 | 4 | i | i | i | i | 2
40 | Cc1ccc(NC(=O)c2cccc(N3C(=O)CCC3=O)c2)nc1 | 8 | i | i | i | i | 4
41 | CCn1c(COc2cccc3cccnc23)nnc1SCC(=O)O | -1 | i | i | i | i | 7
42 | CC(=O)Nc1cccc(S(N)(=O)=O)c1C | 1 | i | i | i | i | 1
43 | COc1cc(/C=C(\C#N)c2nc(-c3cc4ccccc4oc3=O)cs2)ccc1O | 1 | i | i | i | i | -4
44 | CC1CCN(c2ccccc2NC(=S)NC(=O)c2ccc(-c3cccc([N+](=O)[O-])c3)o2)CC1 | 8 | i | i | i | i | -1
45 | Cc1ccc(C)c(OCc2cc(C(=O)N(C)Cc3nccs3)no2)c1 | -1 | i | i | i | i | 6

nr | TMEM16A act | RGS4 block | hERG rescue | TMEM16A inh | KCNQ1 pot
31 | i | i | -19 | i | i
32 | i | i | -20 | i | i
33 | i | i | -8 | i | i
34 | i | i | -13 | i | i
35 | i | i | -11 | i | i
36 | i | i | 0 | i | i
37 | i | i | -6 | i | i
38 | i | i | -6 | i | i
39 | i | i | -8 | i | i
40 | i | i | -4 | i | i
41 | i | i | -7 | i | i
42 | i | i | -6 | i | i
43 | i | i | -23 | i | i
44 | i | i | -12 | i | i
45 | i | i | -11 | i | i

nr | molecule | SKKanGAS inh | RGS4 act | KCNK3 block | KCNQ1 block | KCNK9 inh | HDAC3 inh
46 | Cc1ccc(S(=O)(=O)N2CCOCC2)cc1NC(=O)CN(C)C1CCS(=O)(=O)C1 (stereo not given) | 3 | i | i | i | i | -2
47 | CCC(C)(C)C(=O)Nc1ccc(OC)cc1[N+](=O)[O-] | -3 | i | i | i | i | 2
48 | Nc1nc(CSC(=S)N2CCN(c3ccccc3)CC2)nc(Nc2ccccc2)n1 | 25 | i | i | i | i | 10
49 | Cc1cc(C)nc(NS(=O)(=O)c2ccc(NC(=O)C3CC3)cc2)n1 | 2 | i | i | i | i | 8
50 | O=C(O)c1ccc(/C=C(\c2nc3ccccc3[nH]2)c2nc3ccccc3s2)cc1 | 5 | i | i | i | i | 9
51 | COC(=O)c1ccc(NC2=CC(=O)CC(C)(C)C2)cc1 | -4 | i | i | i | i | 9
52 | COc1ccc2nc(N3CCN(C(=O)C4COc5ccccc5O4)CC3)sc2c1 (stereo not given) | 6 | i | i | i | i | 0

nr | TMEM16A act | RGS4 block | hERG rescue | TMEM16A inh | KCNQ1 pot
46 | i | i | -9 | i | i
47 | i | i | -12 | i | i
48 | i | i | -10 | i | i
49 | i | i | 0 | i | i
50 | i | i | -8 | i | i
51 | i | i | -6 | i | i
52 | i | i | -11 | i | i
